# CendR NRP1 mod: modulators of CendR peptide binding to human neuropilin-1; hit rate 0.85% among 360,000; FAM-RPARPAR peptide binding to NRP-1, fluorescence polarization; AID 602438; O14786; inhibition, % at 25 µM;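 active means inhibition or corrected inhibition above about 18%, plus a signal ratio from 0.5 to 1.5, limit read from the data, passing the limit was not always enough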; further: strong numbers were not always called active
# Target sequence (O14786 whole entry, looked up): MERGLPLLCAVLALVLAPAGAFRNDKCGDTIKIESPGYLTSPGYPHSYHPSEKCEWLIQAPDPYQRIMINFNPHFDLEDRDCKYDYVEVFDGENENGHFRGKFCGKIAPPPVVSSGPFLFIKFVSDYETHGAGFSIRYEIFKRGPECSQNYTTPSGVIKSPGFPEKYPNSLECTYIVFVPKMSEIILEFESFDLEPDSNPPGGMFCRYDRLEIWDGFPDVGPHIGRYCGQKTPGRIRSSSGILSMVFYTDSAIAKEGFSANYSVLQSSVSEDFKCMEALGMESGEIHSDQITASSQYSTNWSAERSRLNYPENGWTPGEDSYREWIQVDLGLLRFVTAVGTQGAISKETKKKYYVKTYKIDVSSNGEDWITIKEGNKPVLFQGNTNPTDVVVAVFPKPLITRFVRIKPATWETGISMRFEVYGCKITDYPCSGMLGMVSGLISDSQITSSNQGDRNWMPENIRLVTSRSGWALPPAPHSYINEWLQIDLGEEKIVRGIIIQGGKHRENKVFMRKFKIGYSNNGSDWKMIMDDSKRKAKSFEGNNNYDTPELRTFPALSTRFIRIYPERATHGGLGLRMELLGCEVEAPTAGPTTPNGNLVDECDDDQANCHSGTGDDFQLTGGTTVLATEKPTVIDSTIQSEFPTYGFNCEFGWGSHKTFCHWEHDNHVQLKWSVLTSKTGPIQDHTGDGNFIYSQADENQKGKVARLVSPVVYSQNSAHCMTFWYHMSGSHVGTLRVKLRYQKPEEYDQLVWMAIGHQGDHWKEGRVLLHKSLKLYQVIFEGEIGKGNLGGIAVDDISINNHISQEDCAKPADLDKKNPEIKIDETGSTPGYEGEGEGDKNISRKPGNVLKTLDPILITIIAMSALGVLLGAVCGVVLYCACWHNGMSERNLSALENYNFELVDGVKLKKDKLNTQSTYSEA
# STEP inh: inhibitors of human striatal-enriched phosphatase STEP | P54829 | inhibition, % at 20 µM | hit rate 0.25% among 360,000 | AID 588621 | recombinant STEP, OMFP fluorogenic substrate, fluorescence;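 active means inhibition at 20 µM, scaled per plate between control wells, above about 37%, limit read from the data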;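 further: 0% = DMSO with enzyme and substrate and 100% = substrate only without enzyme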
#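 medium = Bis-Tris buffer pH 6.0, 2.5 mM DTT, 0.005% Tween 20 | test system = STEP (striatal-enriched tyrosine phosphatase) enzyme, cell-free | measure = normalized % inhibition | compound dosing = 20 µM, 1% DMSO | also added = 25 µM OMFP | schedule = reaction 20 min, ambient temperature | measured by = fluorescence read at 480 nm ex / 540 nm em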
# bovine MsrA act: activates bovine MsrA enzyme; activation, % at 10.6 µM; hit rate 0.3% among 360,000; purified bovine MsrA, absorbance read-out; in the data active means activation above about 7.5%;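 further: 0% = vehicle and 100% = reference activator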
# SUMO1 PPI mod: SUMO1-SIM interaction modulation | P63165 | SUMO1 binding to a labelled peptide, TR-FRET, 1 h | inhibition, % at 20 µM | hit rate 0.33% among 360,000; in the data active means inhibition above about 37%
# Tb MetRS inh: blocks T. brucei methionyl-tRNA synthetase activity | purified T. brucei MetRS, ATP depletion, Kinase-Glo luminescence | inhibition, % at 11.9 µM | hit rate 0.4% among 360,000;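 active means inhibition above a per-plate cutoff of the control wells' mean inhibition plus 3 SD, cut at about 5.5% in these data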;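 further: 0% = DMSO wells median and 100% = median of wells with control inhibitor compound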
#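 Material: parasite MetRS enzyme / Replication: singlicate, one well per compound / Signal: luminescence of leftover ATP / Schedule: 2 h aminoacylation at 25 °C after 15 min preincubation / Medium: HEPES-MgCl2-KCl buffer plus DTT, spermine, BSA, pyrophosphatase / Doses: 11.9 µM single point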
# Scp-1 inhibitor: Scp-1 (human) phosphatase inhibition | Q9GZU7 | Recombinant Scp1, phosphopeptide, malachite green phosphate absorbance | inhibition, % at 20 µM | hit rate 0.88% among 340,000 | AID 493091;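 active means inhibition above about 50% at 20 µM, limit read from the data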;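 further: plate controls were DMSO wells with enzyme for no effect and wells lacking enzyme for full effect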
# Target sequence (Q9GZU7 76-261 limits assumed): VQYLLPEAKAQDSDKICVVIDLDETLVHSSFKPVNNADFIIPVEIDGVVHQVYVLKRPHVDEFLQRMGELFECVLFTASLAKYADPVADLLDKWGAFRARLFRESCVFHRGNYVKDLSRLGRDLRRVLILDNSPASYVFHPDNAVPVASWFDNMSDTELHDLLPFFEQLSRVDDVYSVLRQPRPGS
#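 Material: truncated SCP-1 phosphatase (76-261aa) / Buffer or medium: 50 mM Tris acetate pH 5.5, 0.005% Tween-20, 10 mM MgCl2 / Compound dosing: one concentration, 20 µM, with 1.0% DMSO / Incubation: 45 min room-temperature reaction, 5 min colour, 30 min stabiliser / Detection: colorimetric free-phosphate detection, absorbance 630 nm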
# MsrA inhibitor: bovine MsrA inhibition | inhibition, % at 15.5 µM | hit rate 0.75% among 360,000 | purified bovine MsrA, absorbance read-out; in the data active means inhibition above about 4.5%;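 further: 0% = vehicle wells with enzyme and 100% = reference inhibitor wells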
# eLon inh: inhibitors of E. coli Lon protease. inhibition, % at 7.94 µM. AID 602123. hit rate 0.42% among 360,000. P0A9M0. purified E. coli Lon protease, fluorescence polarization; in the data active means inhibition above about 13%, passing the limit was not always enough;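 further: 0% = enzyme with probe and DMSO and 100% = no enzyme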
# DNMT1 inh: blocks human DNA methyltransferase DNMT1; P26358; DNMT1 molecular beacon, Hinp1I cleavage, fluorescence; AID 588458; inhibition (reported as % activation of signal), % at 10 µM; hit rate 0.83% among 360,000; in the data active means inhibition above about 50%
# LMPTP block: LMPTP (human) inhibition; hit rate 0.22% among 360,000; AID 651560; inhibition, % at 20 µM; P24666; recombinant LMPTP-A, OMFP fluorogenic substrate, fluorescence intensity;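 active means compounds that cut the enzyme signal by at least half of the control window in the single-dose screen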;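 further: plate controls were DMSO wells with enzyme plus substrate for no effect and substrate without enzyme for full effect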
#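 Test system: LMPTP-A phosphatase enzyme. Amount: LMPTP-A at 0.625 nM final in the reaction. Reagent: OMFP substrate, 400 µM final. Times: 50 min at room temperature. Signal: endpoint fluorescence intensity from OMFP dephosphorylation. Read-out basis: % inhibition. Benchmarks: no-enzyme and uninhibited controls.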
# An asterisk follows results filed as active; nt = no result given.
SMILES,CendR NRP1 mod,STEP inh,bovine MsrA act,SUMO1 PPI mod,Tb MetRS inh,Scp-1 inhibitor,MsrA inhibitor,eLon inh,DNMT1 inh,LMPTP block
CCOc1ccc(C(C)NC(=O)Cc2ccccc2)cc1OCC (stereo not drawn),1,0,-8,3,-1.2,1,0.1,1,3,-1.3
CCOc1ccc(C(=O)N2CCN(c3ccccn3)CC2)cc1,13,-4,-6,8,-1.1,-4,0.3,10,2,0.0
Cc1cc(C)c2c(=O)n(CC(=O)N3CCC(N4CCCCC4)CC3)sc2n1,14,2,-5,3,-0.5,-8,2.4,-10,6,-2.5
Cc1sc2nc(CN3CCOCC3)nc(NS(=O)(=O)c3cc(Cl)ccc3Cl)c2c1C,-13,-2,6,3,-0.2,0,1.2,-2,5,0.5
CCC1(C)Cc2c(sc3nc4n(c(=O)c23)CCS4)CO1 (stereo not drawn),2,1,-6,1,-1.0,-11,1.2,-6,1,-1.2
Cc1cccc(C(C)C)c1NC(=O)COC(=O)CN1C(=O)C2CC=CCC2C1=O (stereo not drawn),4,0,-3,6,-0.5,-2,1.1,7,0,-1.9
CC1CC1C(=O)OCC(=O)NNC(=O)COc1ccc(Br)cc1 (stereo not drawn),8,1,-4,-1,-0.3,1,-0.3,-9,0,-1.3
CCCCCCCN(C(=O)CCl)c1cccc(C)c1,1,3,-4,6,-0.1,-1,-1.0,-6,30,0.7
CC(=O)NCc1ccc(C(=O)CSc2nnc(C3CC3)n2C2CC2)cc1,-1,0,-9,0,-0.5,5,-0.2,10,-1,-1.4
CC(C)[C@H](NC(=O)[C@@H]1CSCN1C(=O)OC(C)(C)C)C(=O)NCC1CCC(C(=O)O)CC1 (stereo partly drawn),-4,2,0,-2,0.0,-5,1.5,-4,6,-1.8
CC1=C(C(=O)Nc2ccccc2C)C(c2ccc(C)o2)n2c(s/c(=C/c3ccccc3)c2=O)=N1 (stereo not drawn),-5,-2,2,-1,0.2,-5,0.4,-9,-3,1.2
Cc1cccc(C)c1NC(=S)NC1CCCCC1,-4,2,-3,9,0.2,-4,0.0,2,-3,0.0

# As a working copy, part of the list above.
SMILES,CendR NRP1 mod,STEP inh,bovine MsrA act,SUMO1 PPI mod,Tb MetRS inh,Scp-1 inhibitor,MsrA inhibitor,eLon inh,DNMT1 inh,LMPTP block
CC(=O)NCc1ccc(C(=O)CSc2nnc(C3CC3)n2C2CC2)cc1,-1,0,-9,0,-0.5,5,-0.2,10,-1,-1.4
CC(C)[C@H](NC(=O)[C@@H]1CSCN1C(=O)OC(C)(C)C)C(=O)NCC1CCC(C(=O)O)CC1 (stereo partly drawn),-4,2,0,-2,0.0,-5,1.5,-4,6,-1.8
CC1=C(C(=O)Nc2ccccc2C)C(c2ccc(C)o2)n2c(s/c(=C/c3ccccc3)c2=O)=N1 (stereo not drawn),-5,-2,2,-1,0.2,-5,0.4,-9,-3,1.2
Cc1cccc(C)c1NC(=S)NC1CCCCC1,-4,2,-3,9,0.2,-4,0.0,2,-3,0.0

# Other compounds
SMILES,CendR NRP1 mod,STEP inh,bovine MsrA act,SUMO1 PPI mod,Tb MetRS inh,Scp-1 inhibitor,MsrA inhibitor,eLon inh,DNMT1 inh,LMPTP block
COC(=O)[C@H](CCSC)NC(=O)Nc1ccc(C)c(C)c1,-2,-2,-5,2,0.0,0,0.4,-4,2,-1.4
Cn1c(C(=O)O)cnc1Sc1ncc(C(F)(F)F)cc1Cl,-7,-3,-4,2,-0.5,2,0.5,-2,-3,-1.8
CC(=O)Nc1ccc(Nc2nc(C)c([N+](=O)[O-])c(Nc3ccc(NC(C)=O)cc3)n2)cc1,-1,1,-4,-1,0.5,-3,1.0,-13,3,-0.1
Nc1cc(N)nc(SCCN2CCCCC2)n1,6,-1,-10,2,-0.8,-2,1.1,1,3,-0.8
CCOc1ccc(S(=O)(=O)N2CCCCC2)cc1NC(=O)c1ccccc1,-1,4,-8,1,-0.5,-13,-0.3,12,-5,0.0
O=C(N/N=C1\C2CN3CCN(C2)CC1(c1ccccc1)C3)c1ccc(F)cc1,-14,-4,-3,2,-0.2,-5,-0.1,0,2,-1.0
Nc1c(-c2ccc(Cl)cc2)cnn1-c1cccc([N+](=O)[O-])c1,-6,4,3,-15,1.3,0,-0.4,0,0,0.8
COc1cc(C(=S)N2CCOCC2)cc(OC)c1OC(=O)c1ccccc1[N+](=O)[O-],7,-1,-5,-19,-2.5,8,1.1,1,2,0.4
O=c1c2ccccc2nc(SCc2ccccc2)n1Cc1ccco1,-7,2,-3,2,-0.1,-25,0.4,3,-3,4.0
CCOC(=O)c1cnn(-c2ccc(Cl)cc2)c1C1CCN(C(=O)OC(C)(C)C)CC1,13,0,-3,2,-0.8,-5,1.1,2,-2,1.6
CC(=O)Nc1nc(C)c(Oc2ccc(C)cc2)c(=O)[nH]1,1,0,-2,0,-0.8,-11,-0.2,6,1,-0.6
COc1cc(C2C3=C(COC3=O)Oc3cc4c(cc32)OCO4)cc(OC)c1OC(C)=O (stereo not drawn),-11,-4,-2,-2,-0.3,0,-0.9,-10,3,0.7
CCC(=O)N/N=C/c1ccc(OS(=O)(=O)c2ccccc2)cc1,-3,-1,-3,3,1.4,-2,-1.0,6,-4,-1.1
O=C(C1=C[C@@H](c2coc3ccccc3c2=O)C[C@@H](OCc2ccc(CO)cc2)O1)N1CCN(Cc2ccccc2)CC1,16,-1,-3,-1,-0.3,5,nt,1,-3,2.2
Cc1nn(C(C)C(=O)N2CCCC2)c(=O)c2nn(-c3ccccc3)c(C)c12 (stereo not drawn),5,0,-7,-2,-0.5,3,2.6,8,3,-3.3
CCN(CC)CCN1C(=O)C(=O)/C(=C(/O)c2c(C)[nH]c(C(=O)OC)c2C)C1c1ccc(OC)cc1 (stereo not drawn),4,2,-1,1,-0.2,-4,1.7,0,-1,-0.5
CCOC(=O)C1CCN(C(=O)c2ccc(OCC(=O)Nc3cccc(C(F)(F)F)c3)c(OC)c2)CC1,6,2,-4,-4,-0.5,-9,1.2,-1,1,0.9
Cc1ccccc1C(=O)NCC(=O)OC(C)C(=O)NCc1ccco1 (stereo not drawn),-9,-4,-12,7,-0.2,7,-0.7,11,6,-0.6
COc1ccc(CN(CC2CCC(C(=O)O)CC2)C(=S)Nc2cc(C)cc(C)c2)cc1 (stereo not drawn),13,2,-13,0,-1.4,11,1.4,-2,2,-0.2
O=C(NCc1ccco1)C(c1ccc(F)cc1)N(CC1CCCO1)C(=O)Cn1nnc2ccccc21 (stereo not drawn),4,-5,-7,-3,0.3,2,0.7,-8,-1,-0.5
CNC(=O)c1c[nH]c2ccc(S(=O)(=O)Nc3ccccc3F)cc2c1=O,-3,10,-2,14,-0.9,21,-0.3,7,13,0.8
CN(C)S(=O)(=O)c1cccc(NC(=O)COC(=O)c2ccc3c(c2)OCO3)c1,-6,0,-1,5,-0.2,-1,-0.2,-10,14,0.2
CCOC(=O)C1CCN(C(=O)CC2C(=O)N(Cc3ccccc3)C(C)c3nc4ccccc4n32)CC1 (stereo not drawn),-4,-2,-8,-1,-0.4,-4,-1.3,1,0,-2.4
Oc1ccc(-c2nc(-c3ccc(F)cc3)c(-c3ccncc3)[nH]2)cc1,0,2,-6,-1,-0.9,-6,-0.6,-4,-4,0.4

# 3 of the entries above in order of their number in CendR NRP1 mod, lowest first.
Molecule,CendR NRP1 mod
Oc1ccc(-c2nc(-c3ccc(F)cc3)c(-c3ccncc3)[nH]2)cc1,0
CCN(CC)CCN1C(=O)C(=O)/C(=C(/O)c2c(C)[nH]c(C(=O)OC)c2C)C1c1ccc(OC)cc1 (stereo not drawn),4
CCOC(=O)C1CCN(C(=O)c2ccc(OCC(=O)Nc3cccc(C(F)(F)F)c3)c(OC)c2)CC1,6

# The list goes on.
SMILES,CendR NRP1 mod,STEP inh,bovine MsrA act,SUMO1 PPI mod,Tb MetRS inh,Scp-1 inhibitor,MsrA inhibitor,eLon inh,DNMT1 inh,LMPTP block
CCOc1ccccc1NC(=O)CSc1n[nH]c(N)n1,4,2,-4,1,0.0,-2,-1.4,-1,2,-1.0
CCC1Oc2ccc(C)cc2N(CC(=O)N2CCCC2)C1=O (stereo not drawn),6,-1,-2,0,-1.4,0,-0.8,-7,-2,-0.8
COc1ccc(/C=N/Nc2nc(N3CCCCC3)nc(N3CCCCC3)n2)cc1[N+](=O)[O-],-4,2,-1,-7,0.7,6,1.4,7,-3,3.1
Cc1ccc2c(Cl)cc(Cl)c(OCC(=O)O)c2n1,-4,-2,-3,-2,-0.7,-6,-0.2,2,1,-0.6
O=C(NCCCN1CCCC1)Nc1ccc(F)cc1,-5,-1,-3,2,-0.9,-5,-0.8,-1,-2,-1.2
CCOC(=O)c1c(C)oc2c1c(C=NCCO)c(O)c1ccccc12,35*,-2,-12,46*,-0.6,-1,0.8,25*,10,4.6
COCc1ccc(CN2CCC(CO)(CC3CCCCO3)CC2)o1 (stereo not drawn),-11,-4,-1,2,-0.5,-10,0.3,5,-4,-0.7
CN(C)CCN1CCN(C2CN(Cc3cn(Cc4ccccc4)nn3)S(=O)(=O)C2)CC1 (stereo not drawn),-9,nt,-1,-3,-0.4,nt,0.1,-7,nt,-7.9
Cc1ccc(C)c(S(=O)(=O)N/N=C/c2ccc(N3CCOCC3)cc2)c1,-12,0,-4,-10,-0.3,-5,1.2,-4,-3,-0.1
CC(C)(C)OC(=O)C[C@H]1C/C=C\C[C@H](CC(=O)NCCO)C(=O)NC[C@@H](c2ccccc2)OC1=O,11,0,1,-2,-0.2,-2,-0.9,-7,11,-0.7
COc1ccc(C/C(N)=N/OC(=O)c2ccco2)cc1OC,-18,-2,-6,-3,-1.7,-3,2.6,-8,-2,-0.5
Fc1ccc(NC(=S)Nc2ccc(Br)cc2)cc1,-33,1,-5,1,-0.3,-5,0.9,-11,-1,1.3
O=C(O)c1ccccc1SC1CC(=O)N(C2CCCCC2)C1=O (stereo not drawn),4,-1,2,9,0.2,-16,nt,-6,3,-0.7
O=C(COC(=O)c1ccc(Br)o1)NCc1ccco1,0,2,2,4,-0.6,74*,0.4,7,58*,16

# In a second layout: three of the compounds above
# Each structure is followed by: CendR NRP1 mod	STEP inh	bovine MsrA act	SUMO1 PPI mod	Tb MetRS inh	Scp-1 inhibitor	MsrA inhibitor	eLon inh	DNMT1 inh	LMPTP block
- Fc1ccc(NC(=S)Nc2ccc(Br)cc2)cc1
    -33	1	-5	1	-0.3	-5	0.9	-11	-1	1.3
- O=C(O)c1ccccc1SC1CC(=O)N(C2CCCCC2)C1=O (stereo not drawn)
    4	-1	2	9	0.2	-16	nt	-6	3	-0.7
- O=C(COC(=O)c1ccc(Br)o1)NCc1ccco1
    0	2	2	4	-0.6	74*	0.4	7	58*	16

# Screens (PubChem BioAssay)
